# sdo1 growth – sdo1-depleted yeast growth rescue; S. cerevisiae sdo1-depleted JHY4D growth rescue, OD600 30 h; hits give high values; pdr5 snq2 efflux-pump mutant strain; z-score at 10 µM; 140,000 compounds, 0.21% hits;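 active = z-score above 3 at both the 24 hr and the 30 hr optical density reads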;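 note: z-score against mean and SD of all compound wells on the same plate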
# INS promoter inh – TRM-6 insulin promoter activity inhibition; inhibition, % at 2 µM; 130,000 compounds, 0.9% hits; AID 1273; TRM-6 cells (human fetal islet line), insulin promoter-eGFP reporter, imaging; reporter expression induced with tamoxifen;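 active = inhibition above the mean plus 3 SD, with well images judged a real hit on visual review, cut at about 60% in these data, passing the limit was not always enough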
# sdo1 growth Rescue 24 h – recorded beside sdo1 growth, whose call it bears; z-score; S. cerevisiae sdo1-depleted JHY4D growth rescue, OD600; measured here: growth rescue at 24 h;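 0 is the plate mean of compound wells and units are plate SD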
# The depositor's hits bear a star; nt = no result given; [ ] = another dose, or the depositor's remark.
SMILES,sdo1 growth,sdo1 growth Rescue 24 h,INS promoter inh
CCc1nnc(NS(=O)(=O)c2ccc(N3C(=O)c4ccc(C(=O)O)cc4C3=O)cc2)s1,nt,nt,5
CC1(C)C(=O)NCCN1C(=O)CCC(=O)O,2.1,2.7,-206
O=[N+]([O-])c1ccc(CSc2nnc(-c3cnccn3)o2)cc1,0.72,2.1,1
O=S(=O)(CCSc1ccccn1)c1nc2ccccc2s1,-2.2,-1.5,54
CCSCCOC(=O)C1=C(C)NC(=O)NC1c1cc(OC)ccc1OC (configuration not stated),-0.19,-0.38,nt
CCCC(c1c(C)n(C)n(-c2ccccc2)c1=O)c1c(C)n(C)n(-c2ccccc2)c1=O,1.2,0.08,-3
CC(=O)N1CCN(CCN=CC2=C(O)CC(c3cccs3)CC2=O)CC1 (configuration not stated),0.09,-0.41,11
Cc1nc(SCCC(C)C)c([N+](=O)[O-])[nH]1,0.57,0.21,-4
CCN(CC)C(=O)c1cc2cc(Br)ccc2oc1=O,0.52,0.17,19
COC(=O)c1ccccc1S(=O)(=O)N1CCC(C(=O)OC(C)C(=O)NC(N)=O)CC1 (configuration not stated),nt,nt,7
CC(=O)c1cc(C#N)c(SCC(=O)OC(C)C)nc1C,-0.68,-0.17,93*
CN(CC(=O)N1CCN(c2ccccn2)CC1)S(=O)(=O)c1ccc2ccccc2c1,-0.23,0.63,-322
CC1=C(C(=O)OCc2ccccc2)C(c2ccccc2)NC(=O)N1CCCCCC(=O)O (configuration not stated),-0.16,-0.64,19
CC(=O)N(CN1C(=O)c2ccc([N+](=O)[O-])cc2C1=O)c1ccc(F)cc1,-0.14,-1.1,nt
O=C(c1ccc([N+](=O)[O-])cc1)N(Cc1ccc(Cl)cc1Cl)N1C(=O)CCCC1=O,-1.3,-0.66,-10

# Single records, from the list above. Screens in order: sdo1 growth	sdo1 growth Rescue 24 h	INS promoter inh
# O=S(=O)(CCSc1ccccn1)c1nc2ccccc2s1 in the list: -2.2	-1.5	54
# CC1=C(C(=O)OCc2ccccc2)C(c2ccccc2)NC(=O)N1CCCCCC(=O)O (configuration not stated) in the list: -0.16	-0.64	19

# (further entries)
SMILES,sdo1 growth,sdo1 growth Rescue 24 h,INS promoter inh
CCc1sc(C(=O)Nc2cc(Cl)ccc2N2CCCCC2)cc1C,-0.6,0.09,nt
C/C(CC(=O)Nc1cc(Cl)ccc1Cl)=N\NC(N)=S,1.6,0.49,7
O=C(CN1CCN(S(=O)(=O)c2ccc(F)cc2)CC1)Nc1cccc(C(F)(F)F)c1,-0.82,-0.66,-36
COc1ccc(Cl)cc1Nc1nc(NCCO)nc(N2CCCC2)n1,-1.5,0.43,-163
CCOCC(=O)NCc1ccc2c(c1)OCO2,0,0.24,-13
[O-]/[N+](=C\c1ccccc1)[C@@H]1CCCC[C@@H]1/[N+]([O-])=C/c1ccccc1,0.37,0.26,-86
CCCCN(CCCC)c1nc2ccccc2nc1C(C#N)C(=O)NCCCOC (configuration not stated),-0.92,-0.45,-28
COc1cnc(SCc2ccc(Cl)c(Cl)c2)nc1Cl,0.32,0.64,44
COc1cccc(-c2nc(-c3ccc4c(c3)-c3ccccc3S4(=O)=O)c(-c3ccccc3)[nH]2)c1OC,-1.3,0.13,50
CC(C)CC(=O)OCc1cn(-c2ccccc2)nn1,-0.07,-0.56,nt
N#Cc1c(-c2ccc(Br)cc2)cc(-c2cccnc2)nc1N,-0.18,1.8,25
O=c1oc2cc(OCc3ccc([N+](=O)[O-])cc3)ccc2c2c1CCCC2,0.48,2.9,47
CC(=O)c1cnc(N2CCCCC2)nc1C,-0.16,-0.44,3
Nc1c(S(=O)(=O)c2cccs2)c2nc3ccccc3nc2n1/N=C/c1cccc(O)c1,-1.6,-0.96,nt
Cc1ccnc(NC(=O)CCC(=O)N(CC(=O)NC2CCCCC2)c2cccc(C)c2C)c1,0.6,0.77,17
CCOc1ccc(C(=O)N/N=C/c2ccccc2[N+](=O)[O-])cc1,0.1,0,-8
CCOC(=O)c1c(N)n(-c2ccc(N)cc2)c2nc3ccccc3nc12,0.44,0.4,-29
COc1ccc(C(=O)NC(Cc2ccccc2)c2ccc3c(c2)OCCCO3)cc1 (configuration not stated),-0.99,-0.96,-3
Cn1c(=O)c2c(ncn2CC(=O)N2CCOCC2)n(C)c1=O,-0.49,-0.96,-22
Nc1ccc(C(=O)NCC2(c3ccccc3)CCCC2)cc1,nt,nt,33
COc1ccc(C(=O)NCCn2cc(SCC(=O)Nc3nnc(C)s3)c3ccccc32)cc1,1.3,0.78,-94
CCCCN1CC2([N+](=O)[O-])C=CC(=O)C([N+](=O)[O-])(C1)C2CC(=O)c1ccccc1 (configuration not stated),-0.52,-1.3,-30
CNc1nc(-c2ccccc2)cc(C(F)(F)F)c1C#N,-1.1,0.11,-25
S=C(NCc1ccco1)Nc1ccc2c(c1)OCCO2,nt,nt,-21
O=C(NCCCN1CCc2ccccc2C1)C1CCN(S(=O)(=O)N2CCC3(CC2)OCCO3)CC1,nt,nt,-36
N/C(=N\OC(=O)COc1ccc(Cl)cc1)c1ccc(Cl)cc1,-0.22,0.82,-58
O=C(CNc1ccccc1)N/N=C/c1ccc2c(c1)OCO2,0.34,-0.09,-43
CCOC(=O)N1CCC(c2[nH][nH]c(=O)c2C)CC1,1.1,1.4,nt
C=CCn1c(=O)[nH]c2cc(C(=O)N3CCN(c4cc(C)ccc4C)CC3)ccc2c1=O,-0.11,-0.19,-41
COc1ccccc1OCC(=O)N(Cc1nc(-c2ccccc2)no1)C1CCCCC1,-1.7,-1.3,-35
Cc1cc(C)n(C(=O)CNC(=O)c2ccc3c(c2)OCCO3)n1,-0.13,-0.64,9
CC(C)N(C)C1CCN(C(=O)Nc2ccc(Cl)cc2)CC1,0.5,0.71,nt
CC1=C(C(=O)Nc2ccccc2C)C2(CCCC2)C(C(N)=O)C(=O)N1 (configuration not stated),0.27,-0.35,-34
Cc1ccc(OCC(=O)N2CC(C)OC(C)C2)c([N+](=O)[O-])n1 (configuration not stated),nt,nt,-40
O=C(Nc1ccc(-c2cn3ccsc3n2)cc1)C1COc2ccccc2O1 (configuration not stated),-0.78,-0.89,nt
COc1cccc(OCc2nc3ccccc3[nH]2)c1,-0.07,0.63,nt
CC1=C(C#N)C(NC(=O)C(C)(C)C)(C(F)(F)F)C(=O)N1 (configuration not stated),0.88,0.06,8
Cc1ccc(C(=O)N2CCCC2)cc1S(=O)(=O)Nc1ccccc1,0.34,0.02,34
CCCc1cc(=O)[nH]c(SCC(=O)c2cc(C)n(C(C)COC)c2C)n1 (configuration not stated),0.62[11.9 µM],0.88,33
O=C(c1cccc(C(F)(F)F)c1)N1CCC(O)(CS(=O)(=O)Cc2ccccc2Cl)CC1,1.4,1.5,16
O=C(COc1ccc(-n2cnnn2)cc1)NC1CCCCC1,0.21,0.21,-4
Cc1ccnc(NC(=O)c2c(-c3ccccc3Cl)noc2C)c1,-0.26,-0.15,-33
CC(C)Cn1c(=O)c(C2=NS(=O)(=O)c3ccccc3N2)c(O)c2ccccc21,nt,nt,-5
O=C(Cn1c(=O)oc2ccccc21)Nc1ccc(S(=O)(=O)N2CCCCC2)cc1,0.01,-0.07,-23
O=C(C(Cc1ccccc1)N1C(=O)C2C3C=CC(C3)C2C1=O)N1CCCCCC1 (configuration not stated),-0.5,-0.31,-61

# An excerpt from above in order of number of heavy atoms, highest first.
SMILES,sdo1 growth,sdo1 growth Rescue 24 h,INS promoter inh
O=C(c1cccc(C(F)(F)F)c1)N1CCC(O)(CS(=O)(=O)Cc2ccccc2Cl)CC1,1.4,1.5,16
Cc1ccc(C(=O)N2CCCC2)cc1S(=O)(=O)Nc1ccccc1,0.34,0.02,34
O=C(COc1ccc(-n2cnnn2)cc1)NC1CCCCC1,0.21,0.21,-4
COc1cccc(OCc2nc3ccccc3[nH]2)c1,-0.07,0.63,nt

# Additional results.
SMILES,sdo1 growth,sdo1 growth Rescue 24 h,INS promoter inh
Cc1occc1C(=O)N1CCN(c2ccc(Cl)c(Cl)c2)CC1,-0.59,0.02,6
O=C(CSc1nnc(-c2ccccc2Cl)n1Cc1ccco1)Nc1ccc2c(c1)OCCO2,-0.31,0.31,-11
CC(C)CC(=O)Nc1ccccc1N1CCN(c2ccccc2)CC1,nt,nt,-57
Cc1ccc(OCCNC(=O)c2ccco2)cc1C,-0.34,0.29,nt
O=C(NNC(=O)c1ccncc1)c1ccncc1,-0.75,-1.3,-25
CCS(=O)(=O)N1Cc2ccccc2CC1C(=O)OCC(=O)Nc1ccc(SC(F)F)cc1 (configuration not stated),-1.3,-1.1,-22
COc1ccc(C2CC(C(F)(F)F)n3nc(C(=O)Nc4ccc5c(c4)OCO5)cc3N2)cc1 (configuration not stated),-0.66,0.99,0
Cn1c(COc2ccc(Cl)cc2)nc2ccccc2c1=O,-0.56,-0.82,nt
COc1ccccc1Nc1ccncc1[N+](=O)[O-],nt,nt,0
CNC(=O)c1ccc(CNC(=O)OCc2ccccc2)cc1,nt,nt,15
O=[N+]([O-])c1ccc(-c2cn(-c3ccccc3)c(=S)[nH]2)cc1,-0.57,0.63,nt
O=C(Cc1ccccc1)Nc1ccccc1C(=O)Nc1ccccc1,0.04,-0.09,-15
O=C(c1ccccc1)c1nn(-c2ccccc2)c(=O)cc1C(F)(F)F,-1.9,-1.4,-23
COn1cnnc1-c1ccccc1,0.06,-0.78,nt
CC(C)c1nnc(NC(=O)CSc2nc3ccccc3s2)s1,-0.76,-0.7,3
CCN(CC)C(=O)c1sc(NC(=O)c2cccc([N+](=O)[O-])c2)c(C#N)c1C,0.39,-0.15,-13
COc1ccc(-n2cnc3scc(-c4ccccc4)c3c2=O)cc1,nt,nt,-28
CCn1cc(Cl)c(C(=O)N2N=C3/C(=C/c4cccs4)CCCC3C2c2cccs2)n1 (configuration not stated),-1.3,0.09,-62
CCOc1ccc(NC(=O)c2cc(C)nc3ccccc23)cc1,nt,nt,0
CCOC(=O)c1c(C)nc2ncccn12,0.53,-0.08,13
Nc1nc(CSc2nc3ccccc3[nH]2)cs1,0.69,0.28,nt
CCC(C)C(=O)Nc1cc(C(=O)OC)ccc1C(=O)OC (configuration not stated),0.99,1.5,nt
Cc1ccc(N2C(=O)CC(NNc3nc4ccccc4s3)C2=O)cc1 (configuration not stated),-0.03,0.51,-7
CN(C)/C=C/C(=O)c1ccc(N2CCN(c3ncc(C(F)(F)F)cc3Cl)CC2)cc1,0.52,0.44,-50
CCC(C)NC(=O)c1ccccc1C(=O)NC(C)CC (configuration not stated),1.2,0.81,-16
O=C(NCC(c1ccco1)N1CCCC1)c1ccc(Cl)cc1 (configuration not stated),2.6,2.5,-27
Cc1onc(-c2ccccc2)c1C(=O)NC(C)C,0.43,0.06,nt
COc1ccc(-c2cc(N)n(S(=O)(=O)Cc3ccccc3)n2)c(OC)c1,-1,-0.63,nt
CC(=O)C1=NN(c2ccccc2)C(c2ccc3c(c2)OCO3)N1c1ccc(N2CCOCC2)cc1 (configuration not stated),0.29,0.19,-4
CC1(C)CCN(Cc2ccccc2)C1CC#N (configuration not stated),1.3,1.4,nt

# Part of the list above in a different format.
sdo1 growth	sdo1 growth Rescue 24 h	INS promoter inh	Molecule
0.29	0.19	-4	CC(=O)C1=NN(c2ccccc2)C(c2ccc3c(c2)OCO3)N1c1ccc(N2CCOCC2)cc1 (configuration not stated)
1.3	1.4	nt	CC1(C)CCN(Cc2ccccc2)C1CC#N (configuration not stated)

# Other structures
SMILES,sdo1 growth,sdo1 growth Rescue 24 h,INS promoter inh
COc1ccc(C(=O)N2CCC(=O)N(C(CO)Cc3ccccc3)CC2)cc1 (configuration not stated),0.17,-0.52,24
COC(=O)CNC(=O)CN1C(=O)N(c2ccccc2)C(N(O)C(=O)Nc2ccccc2)C1(C)C (configuration not stated),0.66,0,-8
CCOC(=O)C1=C(c2ccccc2)N=c2s/c(=C\c3cc(OC)c(OC)c(OC)c3)c(=O)n2C1c1cccs1 (configuration not stated),-0.6,-0.39,3
Cn1cc(S(=O)(=O)CC(=O)N2CCCc3ccccc32)c2ccccc21,0.25,0.24,nt
O=C(Nc1ccc(F)cc1)C1CC(=O)n2ncnc2N1 (configuration not stated),nt,nt,-9
NC(=S)NC(=O)/C=C/c1ccccc1,nt,nt,43
O=C(C(Cc1ccccc1)n1cccc1)N1CCN(Cc2ccccc2)CC1 (configuration not stated),-0.83,-0.68,nt
COc1ccc(-c2nn(-c3ccccc3)cc2/C=N/NC(=O)c2ccc(Br)o2)cc1,-0.54,-0.04,-30
O=C1C(=C2SCCCS2)CC/C1=C\c1ccc(F)cc1,0.35,1.4,-59
COc1ccccc1N1CCN(C2=NS(=O)(=O)c3ccccc32)CC1,-0.17,-1.3,nt
CCOc1ccc(C2CC(c3ccccc3C)n3nc(N)nc3N2)cc1 (configuration not stated),1.9,2,nt
C/C(Cl)=C\Cn1c(Nc2cccc(C)c2)nc2c1c(=O)n(C)c(=O)n2C,-0.56,-0.9,-61
O=C1C(Cl)=C(N2CCOCC2)C(=O)N1c1cccc(Cl)c1,-0.14,-0.03,nt
CCC(C)n1[nH]c(=O)c2c(C)cc(C)nc21 (configuration not stated),0.21,-0.76,-14
Cc1cc(C(=O)CN2C(=O)NC3(CCCc4ccccc43)C2=O)c(C)n1Cc1ccccc1 (configuration not stated),0.16,0.25,-34
O=C(CSc1nnnn1-c1ccc2c(c1)OCCO2)Nc1nc2c(s1)CCCC2,-1.9,-1.4,29
CN1C(=O)C2(N=c3ccccc3=N2)c2ccccc21,-1,-0.92,-23
O=C(COC(=O)CCCN1C(=O)c2cccc3cccc(c23)C1=O)Nc1cccc(C(F)(F)F)c1,-0.29,0.78,7

# Records above marked active in INS promoter inh.
SMILES,sdo1 growth,sdo1 growth Rescue 24 h,INS promoter inh
CC(=O)c1cc(C#N)c(SCC(=O)OC(C)C)nc1C,-0.68,-0.17,93*

# High-throughput results from PubChem BioAssay.

# An excerpt; count on the stated rates, not on these rows.
